Bioassay records deposited in PubChem by Sanford-Burnham Center for Chemical Genomics.
STEP inh = STEP phosphatase inhibitors, primary screen, biochemical, fluorescence intensity, uHTS; recombinant STEP, OMFP fluorogenic substrate; inhibition, % at 20 µM; 360,000 tested, 0.25% active;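 active = inhibition at 20 µM, scaled per plate between control wells, above about 37%, limit read from the data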;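 also: 0% = DMSO with enzyme and substrate and 100% = substrate only without enzyme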
Target sequence (P54829 whole entry, looked up): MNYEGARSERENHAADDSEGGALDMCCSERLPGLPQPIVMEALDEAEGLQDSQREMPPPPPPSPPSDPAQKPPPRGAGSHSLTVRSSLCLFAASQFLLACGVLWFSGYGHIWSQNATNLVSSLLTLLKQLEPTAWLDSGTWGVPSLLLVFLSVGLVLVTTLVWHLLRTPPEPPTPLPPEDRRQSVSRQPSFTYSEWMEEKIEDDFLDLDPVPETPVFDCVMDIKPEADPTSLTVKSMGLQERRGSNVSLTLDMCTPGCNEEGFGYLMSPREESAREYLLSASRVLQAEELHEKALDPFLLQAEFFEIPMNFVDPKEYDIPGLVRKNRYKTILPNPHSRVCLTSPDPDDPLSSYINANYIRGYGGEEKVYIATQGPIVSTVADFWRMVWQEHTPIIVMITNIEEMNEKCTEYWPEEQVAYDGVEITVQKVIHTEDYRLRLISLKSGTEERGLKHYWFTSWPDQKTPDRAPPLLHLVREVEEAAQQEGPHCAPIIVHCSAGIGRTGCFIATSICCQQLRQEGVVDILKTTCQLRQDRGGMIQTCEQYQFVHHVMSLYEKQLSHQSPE
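Assay system: isolated STEP enzyme. Buffer or medium: pH 6.0 Bis-Tris with DTT and Tween 20. Also added: fluorogenic phosphatase substrate OMFP at 25 µM final. Dosing: 20 µM, 1% DMSO. Timing: 20 min reaction, room temperature, in the dark. Measured by: fluorescence intensity, excitation 480 nm, emission 540 nm. Evaluation: normalized % inhibition.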
LMPTP inh = LMPTP phosphatase inhibitors, primary screen, biochemical, fluorescence intensity, uHTS; Low molecular weight phosphotyrosine protein phosphatase (Homo sapiens), P24666; recombinant LMPTP-A, OMFP fluorogenic substrate; inhibition, % at 20 µM; 360,000 tested, 0.22% active; AID 651560, 2012;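 active = compounds that cut the enzyme signal by at least half of the control window in the single-dose screen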;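 also: plate controls were DMSO wells with enzyme plus substrate for no effect and substrate without enzyme for full effect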
Target sequence (P24666 whole entry, looked up): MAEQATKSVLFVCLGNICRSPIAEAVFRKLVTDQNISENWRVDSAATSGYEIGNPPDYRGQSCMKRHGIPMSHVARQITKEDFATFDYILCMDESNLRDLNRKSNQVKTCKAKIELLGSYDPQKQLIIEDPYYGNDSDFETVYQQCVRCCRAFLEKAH
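Test system – LMPTP-A enzyme · Amount – LMPTP-A at 0.625 nM final in the reaction · Buffer or medium – Bis-Tris pH 6.0, DTT, detergent · Reagent – OMFP 400 µM · Doses – single 20 µM dose · Schedule – reaction 50 min, room temperature, dark · Detection – fluorescence intensity of OMFP turnover product · Evaluation – percent inhibition versus substrate-only and uninhibited controls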
NadD block = inhibitors of S. aureus NadD, primary screen, biochemical, colorimetric, uHTS; Nicotinate-nucleotide adenylyltransferase NadD (Staphylococcus aureus N315); purified NadD enzyme, colorimetric absorbance read-out; inhibition, % at 20 µM; 360,000 tested, 0.78% active; in the data active = inhibition above about 26%; also: some compounds past the cut are filed as inactive
CendR NRP1 mod = modulators of CendR peptide binding to NRP-1, primary screen, biochemical, fluorescence polarization, uHTS; 360,000 tested, 0.85% active; FAM-RPARPAR peptide binding to NRP-1; inhibition, % at 25 µM; Neuropilin-1 (Homo sapiens), O14786;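 active = inhibition or corrected inhibition above about 18%, plus a signal ratio from 0.5 to 1.5, limit read from the data, passing the limit was not always enough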; also: strong numbers were not always called active
MT1-MMP act inh = blockers of MT1-MMP proenzyme processing, primary screen, HT1080 RFP-PRO-GFP cells, GFP/RFP fluorescence; Matrix metalloproteinase-14 (Homo sapiens), P50281; GFP/RFP ratio fluorescence, overnight; percent of plate control window, DMSO zero; GFP/RFP ratio change, % at 20 µM; 360,000 tested, 0.061% active; AID 651647, 2012;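 active = GFP/RFP ratio change of at least 30% with cell ATP level not reduced by more than half and red fluorescence within 50% of control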; also: strong numbers were not always called active
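Material – HT1080 RFP-PRO-GFP cells · Control set – DMSO wells and RFP-L50D-GFP cells · Incubation – overnight cell settling, then overnight compound exposure, 37 °C, 5% CO2 · Compound dosing – single-point 20 µM compound, 1% DMSO · Read-out – GFP/RFP fluorescence ratio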
DNMT1 block = human DNMT1 methyltransferase inhibitors, primary screen, biochemical, molecular beacon, fluorescence, HinP1I cleavage, uHTS | DNA (cytosine-5)-methyltransferase 1 (Homo sapiens), P26358 | inhibition (reported as % activation of signal), % at 10 µM | 360,000 tested, 0.83% active | AID 588458, 2011; in the data active = inhibition above about 50%
Scp-1 inhibitor = Scp-1 phosphatase inhibitors, primary screen, biochemical, colorimetric, uHTS | Carboxy-terminal domain RNA polymerase II polypeptide A small phosphatase 1 (Homo … | Recombinant Scp1, phosphopeptide, malachite green phosphate absorbance | inhibition, % at 20 µM | 340,000 tested, 0.88% active | AID 493091, 2011;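 active = inhibition above about 50% at 20 µM, limit read from the data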;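 also: plate controls were DMSO wells with enzyme for no effect and wells lacking enzyme for full effect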
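Test system: SCP-1 catalytic domain; Buffer or medium: Acidic Tris acetate buffer with magnesium and detergent; Also added: Phosphorylated 17-residue peptide substrate; Compound: single 20 µM dose, 1% DMSO; Schedule: enzyme reaction 45 min at room temperature, colour 5 min, stabilisation 30 min; Signal: Phosphate-binding colour reagent, absorbance read at 630 nm.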
Rpn11 block = Rpn11 (PSMD14) deubiquitinase inhibitors, primary screen, biochemical, fluorescence polarization, uHTS | 360,000 tested, 0.59% active | human 26S proteasome, Ub4-pepOG fluorescence polarization; 20S core pre-blocked with epoxomicin | calls only at 20 µM | 26S proteasome non-ATPase regulatory subunit 14 (Homo sapiens), O00487;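 active = inhibition at 20 µM, scaled to each plate's controls, above about 33%, limit read from the data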
Target sequence (O00487 whole entry, looked up): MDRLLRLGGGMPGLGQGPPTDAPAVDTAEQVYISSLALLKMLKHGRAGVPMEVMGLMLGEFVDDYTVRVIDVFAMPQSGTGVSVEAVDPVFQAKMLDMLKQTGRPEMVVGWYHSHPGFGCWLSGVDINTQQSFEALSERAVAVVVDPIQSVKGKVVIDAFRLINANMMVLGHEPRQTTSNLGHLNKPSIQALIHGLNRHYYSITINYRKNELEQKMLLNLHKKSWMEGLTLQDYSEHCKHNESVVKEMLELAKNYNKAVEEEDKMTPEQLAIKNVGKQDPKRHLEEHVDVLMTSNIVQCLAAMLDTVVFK
SKN-1 inh = suppressors of acrylamide-induced Pgst-4::GFP reporter in worms, primary screen, SKN-1 inhibitor project, whole organism, uHTS, GFP/RFP fluorescence ratio, strain VP596. C. elegans VP596 Pgst-4::GFP/RFP ratio, 24 h. inhibition, % at 21.8 µM. 360,000 tested, 0.49% active;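 active = interference check ratio from 0.5 to 1.5 plus GFP to RFP signal ratio inhibition reaching or exceeding a fixed threshold, cut at about 30% in these data, passing the limit was not always enough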; also: some compounds called inactive have numbers as strong as hits
SUMO1-SIM PPI = modulators of SUMO1 protein-protein interactions, primary screen, biochemical, uHTS | Small ubiquitin-related modifier 1 (Homo sapiens), P63165 | SUMO1 binding to a labelled peptide, TR-FRET, 1 h | inhibition, % at 20 µM | 360,000 tested, 0.33% active; in the data active = inhibition above about 37%
* marks the source's active call; other numbers are inactive results; i = inactive; nt = not tested or not shown.

SMILES | STEP inh | LMPTP inh | NadD block | CendR NRP1 mod | MT1-MMP act inh | DNMT1 block | Scp-1 inhibitor | Rpn11 block | SKN-1 inh | SUMO1-SIM PPI
CCCSc1nnc(N2C(=O)C(O)=C(C(=O)c3ccco3)C2c2ccccc2F)s1 (stereo not given) | 1 | 3.5 | 14 | -30 | -45 | 2 | 0 | i | 4 | -29
O=C(CN1C(=O)c2ccccc2S1(=O)=O)N1CCN(c2ccccc2F)CC1 | 0 | -2.3 | 1 | 1 | -1 | 7 | -10 | i | 27 | 5
COC(=O)C1CCN(C(=O)NC2CCCCC2)CC1 | 1 | -0.5 | 9 | -6 | 1 | 6 | -4 | i | 2 | -3
O=C(Nc1ccc2c(c1)OCCO2)c1c(F)cccc1F | 9 | -0.8 | -7 | -3 | 3 | -2 | -8 | i | 7 | 4
Cc1ccc(NC(=O)[C@H](NC(=O)[C@@H]2Cc3ccccc3CN2)c2ccccc2)c(C)c1 | 0 | -0.3 | -1 | -7 | 0 | -5 | -3 | i | 13 | -1
COc1ccc(OC)c(S(=O)(=O)n2ccnc2C)c1 | -3 | -0.4 | -4 | 4 | 6 | 4 | -2 | i | 8 | 0
COc1ccc(S(=O)(=O)Nc2cc(OC)c(NC(=O)c3ccco3)cc2OC)cc1 | -2 | 0.3 | 3 | -15 | 1 | -10 | -8 | i | 16 | 5
CC(NC(=O)CN(C)S(=O)(=O)c1ccc(Br)s1)c1ccccc1 (stereo not given) | 0 | -0.2 | 1 | 0 | 2 | -1 | -5 | i | 0 | 1
CNC(=S)N/N=C/c1cn(CCOc2ccc(OC)cc2)c2ccccc12 | 2 | 1.8 | 1 | 2 | 2 | -15 | -6 | i | 11 | -2
CC(Oc1cccnc1[N+](=O)[O-])C(=O)N1CCc2ccccc21 (stereo not given) | -2 | 1.0 | 1 | 12 | nt | 2 | -4 | i | -15 | -4
O=C(COc1cc(Cl)ccc1Cl)Nc1nnc(CC(=O)N2CCOCC2)s1 | 2 | -1.4 | -4 | -18 | 2 | 4 | -2 | i | -21 | 4
CCn1c(SCC(=O)N2CCN(c3ccc(F)cc3)CC2)nnc1-c1ccncc1 | 0 | -1.6 | -1 | -6 | 1 | 2 | -4 | i | 5 | 0
COc1ccc2cc([C@H](C)C(=O)O)ccc2c1 | 0 | 2.9 | -4 | -4 | 1 | -6 | -6 | i | 5 | 4
COC(=O)CSc1nc2c(c(=O)n(C)c(=O)n2C)n1CCCc1ccccc1 | -2 | -0.1 | 1 | 0 | 1 | -1 | -3 | i | 7 | 2
COc1ccc(CCNc2ncccc2C#N)cc1OC | 0 | 0.6 | -10 | 2 | 2 | 1 | -1 | i | 6 | 0
CCC(=O)Nc1ccc(S(=O)(=O)Nc2ncccn2)cc1 | 0 | 0.3 | 0 | 1 | 5 | -4 | -6 | i | -4 | -3
CCn1nc(C)cc1C(=O)Sc1ccc(Cl)cc1Cl | 1 | -0.3 | 1 | -13 | -1 | 0 | 2 | i | -8 | 7
CCCOc1ccc(N2CC(C(=O)NC3=NCCS3)CC2=O)cc1 (stereo not given) | -2 | -1.1 | -1 | 0 | -1 | 7 | -14 | i | -21 | -2
O=c1c2cnn(-c3ccccc3)c2ncn1Cc1ccco1 | -2 | -1.2 | 1 | 6 | 6 | -3 | -8 | i | -2 | 1
O=C(NCc1cccnc1)c1cc(C2CCCN(C(=O)c3cccc(O)c3)C2)on1 (stereo not given) | -3 | -1.1 | 0 | 11 | -9 | 1 | nt | i | -5 | 3

Overlap with the part before: three compounds, then new ones.
SMILES | STEP inh | LMPTP inh | NadD block | CendR NRP1 mod | MT1-MMP act inh | DNMT1 block | Scp-1 inhibitor | Rpn11 block | SKN-1 inh | SUMO1-SIM PPI
CCCOc1ccc(N2CC(C(=O)NC3=NCCS3)CC2=O)cc1 (stereo not given) | -2 | -1.1 | -1 | 0 | -1 | 7 | -14 | i | -21 | -2
O=c1c2cnn(-c3ccccc3)c2ncn1Cc1ccco1 | -2 | -1.2 | 1 | 6 | 6 | -3 | -8 | i | -2 | 1
O=C(NCc1cccnc1)c1cc(C2CCCN(C(=O)c3cccc(O)c3)C2)on1 (stereo not given) | -3 | -1.1 | 0 | 11 | -9 | 1 | nt | i | -5 | 3
COc1ccc(C(=O)Nc2ccccc2)cc1NC(=O)c1ccc([N+](=O)[O-])cc1 | 1 | 0.6 | 2 | 6 | 5 | -2 | -5 | i | -11 | -24
CCCCCCCn1c2c(c(=N)c3ccccc31)CCC2 | 1 | 3.7 | 16 | -3 | -28 | 3 | 40 | i | 12 | -3
C/C(CC(=O)NC1CCCC1)=N\NC(=O)C1CCCCC1 | 2 | 0.5 | 4 | 7 | 1 | -4 | -10 | i | 2 | -3
COc1cccc(CCOC(=O)c2c(-c3ccsc3)oc3c2C(OC(C)=O)CCC3)c1 (stereo not given) | nt | 4.2 | -2 | -11 | 4 | nt | nt | nt | 7 | 0
CCn1c(=O)c([N+](=O)[O-])c(NCc2ccc3c(c2)OCO3)c2ccccc21 | 2 | 0.3 | -2 | -9 | 6 | -3 | -14 | i | 3 | -3
Cc1cc(=O)n2[nH]c(C(F)(F)F)c(-c3ccccc3)c2n1 | -2 | 0.1 | -6 | -3 | -2 | 1 | -4 | i | -1 | -5
COc1ccc(-n2c(=O)cc(N3CCN(c4ccccc4F)CC3)[nH]c2=O)cc1 | 0 | -2.0 | -10 | -10 | -2 | -1 | -4 | i | -3 | 1
CC(=O)n1nc(-c2cccnc2)nc1N | 1 | -1.1 | -2 | 4 | 10 | -3 | -7 | i | 1 | 2
CCN(CC)S(=O)(=O)N1CCC(C(=O)NC2CCCc3ccccc32)CC1 (stereo not given) | -2 | -0.8 | -3 | -4 | 2 | -2 | -3 | i | 22 | 0
O=C1N[C@H](Cc2ccccc2)CO1 | 1 | -0.3 | -3 | 5 | 5 | 8 | -2 | i | -5 | -1
O=C(Nc1ccc(NC(=O)c2ccco2)nc1)c1ccccn1 | 2 | -1.2 | 2 | 4 | 1 | 3 | -5 | i | 20 | 4
CCOc1ccc(CNc2nc3ccccc3n2CCN2CCOCC2)cc1 | -1 | 3.3 | 1 | 13 | 7 | 3 | 7 | i | -24 | -2
COc1ccc(Nc2nc(N)nc(CSc3n[nH]c(-c4ccccc4)n3)n2)cc1 | -1 | 0.4 | -1 | -10 | 2 | 3 | 3 | i | 5 | -1
CNC(=O)C(=O)NCCN1CCN(C(=O)c2ccc([N+](=O)[O-])cc2)CC1 | 1 | 0.8 | -1 | 2 | 1 | 0 | 1 | i | -5 | -20
CCn1c(SCC(=O)N2CCCCC2C)nc2ccsc2c1=O (stereo not given) | 2 | -1.0 | -5 | 8 | 5 | 3 | -2 | i | 10 | 2
CCC(CC)C(=O)Nc1cccc(/C(C)=N/NC(=O)c2ccccc2Cl)c1 | -4 | 0.1 | 1 | -4 | -6 | 2 | -10 | i | 2 | -3
Cc1cc(C)c2cc(C(=O)N(C)C3CCN(C)CC3)[nH]c2c1 | -3 | -2.4 | -7 | 6 | 1 | 3 | 47 | i | 1 | -5
COc1ccc(CC(NC(C)=O)C(=O)NC2CCN(C(=O)c3cccc(Cl)c3)CC2)cc1OC (stereo not given) | 0 | -1.3 | 6 | 7 | 1 | 1 | -4 | i | -4 | 3
CCN(C(=O)CSc1nnc(-c2cccs2)n1CC)C1CCS(=O)(=O)C1 (stereo not given) | 1 | -0.6 | 2 | 2 | 1 | 1 | -1 | i | -1 | -4
FC(F)(F)c1cc(-c2cccs2)nc2nc(N3CCOCC3)sc12 | 3 | 1.3 | -8 | -3 | -2 | 4 | -1 | i | -1 | -2
Cc1ccc(-n2c(Cc3cccc4ccccc34)n[nH]c2=S)c(C)c1 | -2 | -0.6 | 20 | 11 | -9 | 1 | -3 | i | -10 | -3
COC(=O)c1ccc(N2C(=O)CC(SCC(=O)Nc3ccc(OC)cc3)C2=O)cc1 (stereo not given) | 0 | 0.0 | -4 | 2 | -1 | -5 | -14 | i | -9 | 1
COc1ccc(CCNC(=O)[C@H](C)N2C(=O)N3CCc4c([nH]c5ccccc45)[C@@]3(C)C2=O)cc1OC | 4 | 0.1 | 5 | -3 | -2 | -4 | 4 | i | -8 | 0
CCCCOC(=O)C1=C(C)Nc2ncnn2C1c1cccc(OC)c1OC (stereo not given) | 2 | -0.4 | -5 | 9 | -6 | 11 | -8 | i | -11 | 2
Cc1nc(SCC(=O)Nc2sccc2C(N)=O)c2c(C)c(C)sc2n1 | -2 | 20 | 20 | -8 | 1 | -5 | nt | i | 9 | 11
CCOc1ccc(NC(=O)C2CCCN(S(C)(=O)=O)C2)cc1 (stereo not given) | -5 | -2.6 | -3 | -16 | 4 | 2 | 6 | i | 4 | 2

Quoted at random: three compounds from above
SMILES | STEP inh | LMPTP inh | NadD block | CendR NRP1 mod | MT1-MMP act inh | DNMT1 block | Scp-1 inhibitor | Rpn11 block | SKN-1 inh | SUMO1-SIM PPI
COc1ccc(CCNC(=O)[C@H](C)N2C(=O)N3CCc4c([nH]c5ccccc45)[C@@]3(C)C2=O)cc1OC | 4 | 0.1 | 5 | -3 | -2 | -4 | 4 | i | -8 | 0
CCCCOC(=O)C1=C(C)Nc2ncnn2C1c1cccc(OC)c1OC (stereo not given) | 2 | -0.4 | -5 | 9 | -6 | 11 | -8 | i | -11 | 2
Cc1ccc(-n2c(Cc3cccc4ccccc34)n[nH]c2=S)c(C)c1 | -2 | -0.6 | 20 | 11 | -9 | 1 | -3 | i | -10 | -3

Rows are unselected. About 3.9% of those tested had a hit in this group.
